PME-1 primary = PME-1 inhibitors via competitive probe labeling, primary screen, biochemical, fluorescence polarization, FP-Rh probe, HTS. Protein phosphatase methylesterase 1 (Homo sapiens), Q9Y570. recombinant PME-1. inhibition, % at 5.9 µM. 320,000 tested, 0.53% active. AID 2130, 2009;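 active = inhibition above the campaign mean of all compounds plus 3 SD, cut at about 26% in these data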;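 note: competitive labeling of PME-1 active site by serine hydrolase directed probe; 0% = PME-1 with DMSO and 100% = wells lacking PME-1 enzyme; inhibitors block probe labeling so polarization falls and inhibition rises; many of its hits are not listed in these tables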
pPAFAH FP inh = pPAFAH enzyme inhibitors, primary screen, biochemical, fluorescence polarization, human | 330,000 tested, 1.5% active | inhibition, % at 3.39 µM | recombinant pPAFAH, FP-rhodamine probe fluorescence polarization;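 active = inhibition above the mean inhibition across the screen plus 3 SD, cut at about 25% in these data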;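 note: inhibitors block binding of the rhodamine activity-based probe so polarization drops; 0% = enzyme with DMSO and 100% = wells lacking pPAFAH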
MEX-5 binding = MEX-5 zinc finger RNA-binding disruptors – biochemical, C. elegans, fluorescence polarization, MLPCN library, primary screen; MEX-5/FITC-TCR2 RNA binding; active compounds read low; activity score (negative = inhibition of binding), % at 10 µM; 300,000 tested, 0.38% active; AID 1832, 2009;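 active = inhibition past about -25% in most replicates, and total fluorescence under double the plate's negative control median, limit read from the data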;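 note: 0% = DMSO and -100% = 5 µM competing unlabeled TCR2 RNA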
MCL1-BIM inh = inhibitors of MCL1 binding to BIM-BH3, primary screen, biochemical, fluorescence polarization. Induced myeloid leukemia cell differentiation protein Mcl-1 (Homo sapiens), Q07820. AID 2057, 2009. GST-MCL1 / FITC-Bim-BH3 fluorescence polarization. inhibition, % at 10.9 µM. 320,000 tested, 0.68% active;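 active = inhibition above the mean inhibition of all tested compounds plus 3 SD, set per campaign, cut at about 40% in these data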;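 note: 0% = DMSO wells and 100% = unlabeled Bim-BH3 peptide control; higher means more loss of mP so more displacement of Bim peptide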
PAFAH1B2 inh = PAFAH1B2 enzyme inhibitors, primary screen, biochemical, fluorescence polarization, human; Platelet-activating factor acetylhydrolase IB subunit alpha2 (Homo sapiens), P68402; recombinant PAFAH1B2, FP-rhodamine activity probe; inhibition, % at 3.39 µM; 340,000 tested, 1.2% active; AID 492953, 2010;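 active = inhibition above the mean of all tested compounds plus 3 SD, cut at about 24% in these data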;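 note: 0% = enzyme with DMSO and 100% = wells lacking PAFAH1B2; many of its hits are not listed in these tables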
Target sequence (P68402 whole entry, looked up): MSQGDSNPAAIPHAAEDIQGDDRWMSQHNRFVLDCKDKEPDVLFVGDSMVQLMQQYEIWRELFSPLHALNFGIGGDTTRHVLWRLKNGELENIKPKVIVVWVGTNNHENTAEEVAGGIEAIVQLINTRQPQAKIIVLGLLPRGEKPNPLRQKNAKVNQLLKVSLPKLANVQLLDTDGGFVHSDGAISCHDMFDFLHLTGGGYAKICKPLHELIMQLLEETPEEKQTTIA
Fam108B inh = mouse Fam108B serine hydrolase inhibitors, primary screen, counter-screen for RBBP9 inhibitor project, biochemical, fluorescence polarization; recombinant Fam108B, FP-Rh probe fluorescence polarization; inhibition, % at 9.51 µM; 300,000 tested, 0.33% active; AID 1947, 2009;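 active = inhibition above the screen mean inhibition plus 3 SD, computed separately per campaign, cut at about 18% in these data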;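 note: inhibitors lower polarization as less probe binds the enzyme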
AHR activator = AHR activators, primary screen, cell-based, luminescence, luciferase reporter, human; AHR-responsive luciferase reporter cells; activation, % at 5 µM; 320,000 tested, 2.5% active; AID 2796, 2010; in the data active = activation above about 47%;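 note: 0% = vehicle wells and 100% = reference agonist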
Target sequence (P35869 whole entry, looked up): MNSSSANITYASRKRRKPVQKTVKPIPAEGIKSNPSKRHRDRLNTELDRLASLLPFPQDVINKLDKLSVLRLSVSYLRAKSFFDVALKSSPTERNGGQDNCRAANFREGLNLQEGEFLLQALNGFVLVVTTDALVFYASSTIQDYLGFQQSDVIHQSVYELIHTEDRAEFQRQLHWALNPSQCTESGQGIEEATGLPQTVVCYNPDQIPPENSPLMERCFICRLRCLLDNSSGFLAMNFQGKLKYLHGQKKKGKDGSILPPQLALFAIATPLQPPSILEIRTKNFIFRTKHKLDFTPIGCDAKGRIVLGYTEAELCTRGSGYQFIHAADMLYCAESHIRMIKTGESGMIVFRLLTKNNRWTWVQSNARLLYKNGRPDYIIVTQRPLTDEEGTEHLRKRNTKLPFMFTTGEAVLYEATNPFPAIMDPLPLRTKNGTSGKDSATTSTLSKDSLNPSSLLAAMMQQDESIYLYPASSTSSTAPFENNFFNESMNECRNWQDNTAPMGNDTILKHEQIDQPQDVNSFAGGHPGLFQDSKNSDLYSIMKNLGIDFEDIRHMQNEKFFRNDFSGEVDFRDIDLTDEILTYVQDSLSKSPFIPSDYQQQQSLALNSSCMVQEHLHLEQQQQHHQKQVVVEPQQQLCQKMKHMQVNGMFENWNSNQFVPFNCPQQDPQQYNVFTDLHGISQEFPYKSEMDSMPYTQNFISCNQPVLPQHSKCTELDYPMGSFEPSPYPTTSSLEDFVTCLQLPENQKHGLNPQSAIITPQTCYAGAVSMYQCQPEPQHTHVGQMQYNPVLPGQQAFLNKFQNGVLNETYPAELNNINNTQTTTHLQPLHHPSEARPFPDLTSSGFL
BCLXL inh = inhibitors of human Bcl-xL, primary screen, biochemical, fluorescence polarization, HTS; Bcl-2-like protein 1 (Homo sapiens), Q07817; GST-Bcl-xL / FITC-Bim BH3 peptide fluorescence polarization; inhibition, % at 10.9 µM; 320,000 tested, 0.7% active;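 active = inhibition above the mean of all tested compounds plus 3 SD, cutoff set per campaign, cut at about 30% in these data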;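 note: 0% = DMSO wells and 100% = unlabeled Bim-BH3 peptide competitor; inhibitors lower millipolarization by displacing the labeled peptide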
GLD-1 TGE inh = GLD-1/TGE RNA complex disruptors, primary screen, biochemical, fluorescence polarization; purified GLD-1 + fluorescein TGE RNA; inhibition, % at 5.96 µM; 320,000 tested, 0.44% active; AID 2280, 2010;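 active = percent inhibition above a per-plate cutoff, the plate mean of test compounds plus 3 SD, cut at about 30% in these data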;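 note: 0% = DMSO wells with GLD-1 and probe and 100% = wells lacking GLD-1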
Active calls of the source: *; . = not tested or not shown. An excerpt; count on the stated rates, not on these rows.

Start of the data: the first 2 records, ahead of the listing:
SMILES | PME-1 primary | pPAFAH FP inh | MEX-5 binding | MCL1-BIM inh | PAFAH1B2 inh | Fam108B inh | AHR activator | BCLXL inh | GLD-1 TGE inh
COc1cc(/C=N/Nc2ccc3ccccc3c2)ccc1OC(=O)c1ccco1 | -1 | 0 | -0.4 | -4 | 2 | 3 | 39 | 8 | 1
CC[C@H]1c2[nH]c3ccccc3c2C[C@@H]2C(=O)N(c3ccc(F)cc3)C(=O)N21 | 5 | 2 | -1.7 | -2 | 0 | -2 | -1 | -1 | 4

The whole of this part, repeating the preview:
SMILES | PME-1 primary | pPAFAH FP inh | MEX-5 binding | MCL1-BIM inh | PAFAH1B2 inh | Fam108B inh | AHR activator | BCLXL inh | GLD-1 TGE inh
COc1cc(/C=N/Nc2ccc3ccccc3c2)ccc1OC(=O)c1ccco1 | -1 | 0 | -0.4 | -4 | 2 | 3 | 39 | 8 | 1
CC[C@H]1c2[nH]c3ccccc3c2C[C@@H]2C(=O)N(c3ccc(F)cc3)C(=O)N21 | 5 | 2 | -1.7 | -2 | 0 | -2 | -1 | -1 | 4
Cc1ccc2nc(NC(=O)CSc3nc(=O)n(CCN(C)C)c4c3CCCC4)sc2c1 | -2 | 5 | -1.4 | 8 | 4 | 4 | 4 | 7 | -2
Cc1ccc(C2=NCN(c3ccc(C(=O)O)cc3)C(=S)N2)cc1 | 1 | 1 | -0.3 | 5 | . | 0 | 21 | 6 | 2
COc1ccc(CCN2CC34C=CC(O3)C(C(=O)NCc3ccccc3)C4C2=O)cc1OC (stereo not given) | -1 | 4 | -0.8 | 6 | 4 | 2 | -1 | 4 | -9
CN(C)S(=O)(=O)c1ccc(Cl)c(NC(=O)CN2C(=O)NC3(CCCC3)C2=O)c1 | 2 | 1 | -0.6 | -1 | 4 | -2 | -1 | 0 | 1
Cc1cccc(NC(=O)c2ccc(NCC3CCCO3)c([N+](=O)[O-])c2)n1 (stereo not given) | -3 | 12 | -1.2 | -1 | -1 | -4 | 12 | 4 | 6
Nc1ccc2nc(-c3ccc(N)c(Cl)c3)[nH]c2c1 | 14 | 15 | -1.7 | 1 | 3 | 17 | 17 | 7 | -3
COc1ccc(S(=O)(=O)N(CC(=O)NN=C2CCN(C)CC2)c2ccc(C)cc2)cc1OC | -9 | -1 | 1.1 | 0 | 0 | -1 | 6 | 0 | 3
CCOC(=O)c1c(NC(N)=O)nc2n1CCC2 | 1 | 1 | 0.3 | -4 | 4 | 4 | -1 | -4 | -5
Cc1cc(C)c(OCC(=O)Nc2ccccn2)c([N+](=O)[O-])c1 | -1 | 1 | -1.0 | 4 | 1 | 0 | 4 | -1 | 3
CC(=O)c1ccc(OCCNS(=O)(=O)c2ccc(-n3cnnn3)c(C)c2)cc1 | 0 | -2 | -1.5 | -2 | -4 | 1 | 3 | 4 | -10
COc1cccc(CC(=O)OCC(=O)NC(=O)c2ccc(OC(F)F)cc2)c1 | -3 | -1 | -1.4 | 2 | 2 | -2 | 2 | -2 | 4
Cc1ccc(CNC(=O)c2ccc(CN3CCOCC3)cc2)cc1 | 2 | 1 | -4.0 | -19 | -1 | 4 | 4 | -11 | -6
Cc1nn(CCCC(=O)Nc2cc(Oc3ccccc3)cc([N+](=O)[O-])c2)c(C)c1[N+](=O)[O-] | 12 | 10 | -1.1 | 3 | 0 | -3 | 1 | -2 | 8
CCC1CCC(NC2CCCCNC2=O)CC1 (stereo not given) | 7 | 1 | 0.9 | 6 | 6 | 2 | -4 | -1 | 3
FC(F)(F)c1cc(CCN2CCNC[C@H]2Cc2cccc3ccccc23)cc(C(F)(F)F)c1 | 2 | 2 | 5.0 | 5 | 8 | 3 | 0 | -1 | 2
CC(/C=N/N1CCN(c2ccccc2)CC1)=C\c1ccccc1 | 3 | 7 | -1.6 | 4 | -1 | 0 | 0 | 4 | -2
CC1=CC(=Nc2c(C)n(C)n(-c3ccccc3)c2=O)C=C(C)C1=O | -7 | 1 | -1.1 | 3 | 13 | 0 | 3 | 2 | 7
CC(NC(=O)CSc1nnc(-c2cccnc2)n1N)c1ccccc1 (stereo not given) | 3 | 2 | 0.3 | 0 | 3 | 3 | 4 | -10 | 0
CC(/C=N/NC(=O)c1nnn(-c2nonc2N)c1C(C)C)=C\c1ccco1 | 0 | 2 | 0.5 | -1 | 3 | 4 | 0 | 1 | 3
Cc1ccc(C(=O)Nc2ccc(S(=O)(=O)Nc3cnc4ccccc4n3)cc2)cc1 | -1 | 3 | 0.6 | 4 | 3 | 3 | 5 | 9 | -1
CCc1nccn1CCC(=O)N1CCc2c([nH]c3ccccc23)C1CC(C)C (stereo not given) | 0 | 1 | -0.5 | 1 | 2 | 2 | 28 | 6 | -2
Cc1cc(N)n(-c2ccc(C)c(C)c2)n1 | 2 | -1 | 0.5 | 4 | 1 | 2 | 15 | 3 | -3
CC(=O)c1ccc(S(=O)(=O)N2CCC(Oc3ccc(-n4cnnn4)cc3)CC2)cc1 | -5 | -1 | 1.5 | 4 | 3 | 2 | 2 | 6 | 3
Cc1cc(C)c2c(c1)cc(C)c1nnc(SCC(=O)N3CCCc4ccccc43)n12 | 0 | 8 | . | -4 | 3 | 2 | 1 | 8 | 1
CC(C)OC(=O)c1ccc(Cn2nnc3ccccc3c2=O)cc1 | -1 | 4 | 0.4 | 9 | 3 | 3 | 1 | 3 | 10
COc1ccc(Oc2ccc(/C=C/C(=O)c3cccc(OC)c3)cc2[N+](=O)[O-])cc1 | -7 | -2 | -4.4 | 1 | -13 | -21 | 1 | -1 | -7
CC1(C)CC(=O)C(C=NCCN2CCN(C(=O)CCl)CC2)=C(O)C1 | -1 | 3 | 1.9 | 4 | 1 | 0 | -1 | 8 | 2
COc1ccc(N(CC(=O)N/N=C/c2cc(OC)ccc2OC)S(=O)(=O)c2ccccc2)cc1 | -8 | 4 | 0.4 | -1 | 4 | -2 | 16 | 2 | -10
Cc1c(N2C(=O)c3ccccc3C2(O)c2ccccc2)c(=O)n(-c2ccccc2)n1C (stereo not given) | -10 | -10 | -4.1 | 0 | 4 | 1 | 1 | -3 | 3
Cc1cccc(C)c1NC(=O)CN(C)C(=O)c1ccccc1C(=O)N(C)Cc1ccccc1 | -4 | 4 | -0.1 | -4 | -2 | 0 | -2 | -3 | 10
CN(CC(=O)Nc1cccc(F)c1)CC(=O)NC(c1ccccc1)c1ccccc1 | 9 | 0 | . | -2 | 7 | . | 1 | 0 | 5
Cc1cc(C(=O)N/N=C/c2ccc3c(c2)OCO3)c(C)o1 | 0 | 1 | 1.8 | -4 | 9 | -1 | 72* | 2 | 1
Cc1ccc2cccc(OCCOCCOc3ccccc3Br)c2n1 | -2 | -2 | -1.7 | 9 | 2 | 5 | 15 | 7 | 2
COc1ccc(C(=O)/C=C/c2cccnc2)c(OC)c1 | -2 | -2 | 0.9 | -5 | 5 | 1 | 32 | 2 | 4
COc1ccc(C2c3[nH]c4ccccc4c3C[C@H]3C(=O)N(c4ccccc4C(=O)N4CCC[C@@H]4C(=O)O)C(=O)N23)cc1 (stereo not given in full) | 4 | 0 | . | 13 | 5 | 1 | 9 | 14 | 13
COC(C(=O)Nc1ccnn1C1CCN(Cc2nccs2)CC1)c1ccccc1 (stereo not given) | 5 | 1 | 3.4 | 9 | 2 | 0 | 2 | 12 | -1
COc1ccc(S(=O)(=O)N2CCCC2CNC(=O)C(=O)Nc2ccc(F)cc2)cc1 (stereo not given) | 8 | 2 | -0.6 | 3 | 0 | -1 | -2 | 4 | 2
O=C(CN1C(=O)c2ccccc2C1=O)NC1CCCCCC1 | -1 | 4 | -0.3 | 13 | -3 | 2 | 1 | 7 | 7
CC(C)N(Cc1ccccc1)C(=S)Nc1ccc(OC(F)F)cc1 | -1 | 4 | 4.0 | 14 | 9 | 0 | 2 | 3 | 3
CCOc1ccc(C(=O)N(CC(=O)Nc2cccc(C)c2C)CC2CCCO2)cc1OC (stereo not given) | -3 | -1 | . | -4 | 2 | . | 2 | -2 | 2
C=CCOC(=O)C1=C[C@H](C2CCCCC2)[C@@H](CCCO)[C@H](OCC)O1 | 4 | 3 | -0.3 | -6 | 10 | 1 | 0 | 4 | 2
COc1ccc(-n2c(Cc3cccn3C)nnc2SCC(=O)Nc2ccccc2C)cc1 | 1 | 2 | -0.4 | 1 | 5 | 0 | -2 | 4 | 2
COc1ccccc1N1CCN(C(=O)CN(c2cc(C)cc(C)c2)S(C)(=O)=O)CC1 | 1 | -3 | -1.3 | 4 | -1 | -1 | 2 | 8 | 5
CCOC(=O)N1CCN(CC(=O)Nc2ccc([N+](=O)[O-])cc2C(=O)Nc2ccccc2F)CC1 | 4 | 4 | 0.9 | -13 | 0 | 0 | 1 | -1 | 6
COCCCn1c(SCC(=O)NC2CCCC2)nnc1-c1cccs1 | 4 | 5 | 0.0 | 3 | 1 | -2 | 0 | 4 | 3
CC12CCC(C(=O)NCCN3CCCCC3)(CC1=O)C2(C)C (stereo not given) | -11 | 0 | -2.2 | 5 | 1 | 17 | 0 | 7 | -9
Oc1c(Cl)cc(Cl)cc1C=Nc1ccc(Br)cc1 | -4 | 2 | -1.7 | 14 | 0 | -1 | 6 | 9 | 1
O=C(Nc1ccccn1)c1ccc(C(=O)c2ccccc2)cc1 | -3 | 5 | 2.8 | -7 | -1 | -1 | 11 | -2 | 7
Cc1ccc(OCCn2ncc3ccccc3c2=O)c(C)c1 | -1 | 1 | 0.6 | 7 | 3 | 3 | -1 | 2 | 1
CC(=O)c1ccc(S(=O)(=O)Nc2ccc(S(=O)(=O)N3CCCCC3)cc2)cc1 | . | 6 | . | . | 17 | . | -1 | . | 3
COc1ccc2[nH]c3c(NCCN4CCCCC4)ncnc3c2c1 | 5 | -2 | 1.3 | 4 | 1 | 6 | 9 | -4 | 2
COc1ccc(C(CNC(=O)c2ccc(N3CCCC3=O)cc2)N2CCCC2)cc1 (stereo not given) | 4 | 0 | . | 1 | 0 | . | 0 | 4 | -3
Brc1nc(-c2ccccc2)nc(-c2ccccc2)c1Br | -6 | -3 | 1.7 | -10 | . | 0 | 1 | -2 | 12
O=C(CCCCCN1C(=O)CCC1=O)Nc1ncn[nH]1 | -11 | -1 | 34 | 29 | 4 | -15 | -1 | 10 | 5
Nc1ccc(-n2c(N)c(C(=O)NCc3ccc4c(c3)OCO4)c3nc4ccccc4nc32)cc1 | -5 | 20 | -1.1 | 6 | 6 | 6 | 7 | 3 | 5
Cc1cccn2c(=O)c(C=Nc3ccccc3)c(NCCO)nc12 | -4 | 0 | -1.0 | 9 | 2 | 2 | 10 | 5 | 6
COc1ccc(/C=C/C(=O)N[C@@H](C)C(=O)O)cc1 | -3 | -4 | 1.3 | -5 | -5 | 4 | 1 | 4 | 9
CCOC(=O)C1CCCN(C(=O)/C(=C/c2ccco2)NC(=O)c2ccccc2)C1 (stereo not given) | -12 | 1 | 0.9 | 3 | 5 | -6 | 5 | 12 | 4

Screening results: PubChem BioAssay, several laboratories
